3T3 cytotox – Cytotoxic Profiling in NIH 3T3 Cell Line of Diverse Libraries Using Quantitative High-Throughput Screening; Potency, µM (top dose mostly 96.7 µM), for the others: at the highest dose activity change, negative = cytotoxicity, actives largely listed as inhibitors; NIH 3T3 viability, CellTiter-Glo ATP luminescence, 48-72 h; 94,000 compounds, 4.3% hits; further: potency means the concentration at half of the fitted maximal effect; nearly all actives have a fitted effect of over 55% in size
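Viability of NIH 3T3 cells after 48 or 72 hr compound treatment at 37 °C was assessed by CellTiter-Glo, with luminescence imaged following a 10 min room-temperature step.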
SNCA viab count – GF-AFC viability counterscreen for inhibitors of alpha-synuclein gene (SNCA) expression; Potency, µM (top dose mostly 57.1 µM), inactives show at the top dose activity change, negative = cytotoxicity, usual class: cytotoxic; HEK-293-SNCA-luc viability, GF-AFC fluorescence, 24 h; 150,000 compounds, 0.12% hits; AID 1671193, 2021;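 further: potency means the concentration at half of the fitted maximal effect; 0% = DMSO-treated cells and -100% = medium-only wells without cells; nearly all actives have a fitted effect of over 30% in size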
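Cytotoxicity counterscreen: after 24 h compound treatment of genome-edited SNCA-luciferase HEK-293 cells, live-cell protease substrate GF-AFC read by fluorescence after 30 min; activity scaled between DMSO (0%) and medium-only (-100%), curves Hill-fitted.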
GPT2 inh – Primary qHTS assay for inhibitors of Glutamate pyruvate transaminase 2 (GPT2). Recombinant GPT2, coupled pyruvate oxidase/HRP Amplex Red fluorescence. Potency, µM (titrated, usually from 57.7 µM), without a hit: top-dose activity change, negative = inhibition, usual class: inhibitors. 100,000 compounds, 0.25% hits. Alanine aminotransferase 2 (Homo sapiens), Q8TD30; further: potency means the concentration at half of the fitted maximal effect; nearly all actives have a fitted effect of over 60% in size; many of its hits are not listed in these tables
Target sequence (Q8TD30 whole entry, looked up): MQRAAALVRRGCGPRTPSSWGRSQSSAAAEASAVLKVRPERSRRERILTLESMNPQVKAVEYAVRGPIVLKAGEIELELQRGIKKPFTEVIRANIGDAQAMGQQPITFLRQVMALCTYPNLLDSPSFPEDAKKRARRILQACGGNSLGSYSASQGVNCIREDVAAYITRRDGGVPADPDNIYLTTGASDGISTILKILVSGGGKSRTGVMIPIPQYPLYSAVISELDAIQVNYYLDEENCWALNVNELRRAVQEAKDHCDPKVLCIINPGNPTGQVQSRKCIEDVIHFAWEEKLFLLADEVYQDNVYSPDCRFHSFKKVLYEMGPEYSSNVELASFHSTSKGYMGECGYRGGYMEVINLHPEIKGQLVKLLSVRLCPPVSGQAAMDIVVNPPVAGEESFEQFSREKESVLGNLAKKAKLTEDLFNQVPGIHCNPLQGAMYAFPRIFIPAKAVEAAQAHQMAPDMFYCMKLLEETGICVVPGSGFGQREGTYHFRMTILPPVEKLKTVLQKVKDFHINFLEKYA
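Fluorescence read-out: pyruvate from GPT2 turnover coupled to pyruvate oxidase, HRP and Amplex Red (0.2mM ThPP, 0.2U/mL PO and HRP, 50uM Amplex final). Substrates 250uM a-KG, 2mM L-alanine; enzyme 10ng/uL; 30 min RT.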
IP6K1 inh – Primary qHTS assay for small molecule inhibitors of Inositol hexaphosphate kinase 1 (IP6K1) | Inositol hexakisphosphate kinase 1 (Homo sapiens), Q92551 | IP6K1 kinase, ADP-Glo luminescence, 2 h; stronger effect = lower value | activity change, % (series mostly up to about 58 µM) | 140,000 compounds, 0.81% hits | AID 1645851, 2021; in the data active means activity change below about -25%
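ADP-Glo luminescence measures ADP made by human IP6K1 during a 2 h RT reaction with ATP/IP6 (mix at 1.3 mM/130 uM); top library doses 57.5 and 19.1 uM final.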
SNCA expr inhib – Primary qHTS assay for inhibitors of alpha-synuclein gene (SNCA) expression. HEK-293 SNCA-luciferase knock-in, luminescence, 24 h. 140,000 compounds, 0.17% hits. Potency, µM (top dose mostly 57.2 µM), without a hit: at the highest dose activity change, negative = inhibition, actives largely listed as inhibitors;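 further: potency means the concentration at half of the fitted maximal effect; plate controls were DMSO cells for no effect and cell-free wells for full effect; nearly all actives have a fitted effect of over 45% in size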
FLuc inh – Firefly luciferase inhibition profiling of diverse chemical library using quantitative high-throughput screening | Luciferin 4-monooxygenase (Photinus pyralis), P08659 | purified P. pyralis luciferase, luminescence, biochemical | Potency, µM (doses to about 115 µM), inactives show at the top dose activity change, negative = inhibition, most hits filed as inhibitors | 76,000 compounds, 2.5% hits | AID 1347043, 2019; further: potency means the concentration at half of the fitted maximal effect; nearly all actives have a fitted effect of over 65% in size
Target sequence (P08659 whole entry, looked up): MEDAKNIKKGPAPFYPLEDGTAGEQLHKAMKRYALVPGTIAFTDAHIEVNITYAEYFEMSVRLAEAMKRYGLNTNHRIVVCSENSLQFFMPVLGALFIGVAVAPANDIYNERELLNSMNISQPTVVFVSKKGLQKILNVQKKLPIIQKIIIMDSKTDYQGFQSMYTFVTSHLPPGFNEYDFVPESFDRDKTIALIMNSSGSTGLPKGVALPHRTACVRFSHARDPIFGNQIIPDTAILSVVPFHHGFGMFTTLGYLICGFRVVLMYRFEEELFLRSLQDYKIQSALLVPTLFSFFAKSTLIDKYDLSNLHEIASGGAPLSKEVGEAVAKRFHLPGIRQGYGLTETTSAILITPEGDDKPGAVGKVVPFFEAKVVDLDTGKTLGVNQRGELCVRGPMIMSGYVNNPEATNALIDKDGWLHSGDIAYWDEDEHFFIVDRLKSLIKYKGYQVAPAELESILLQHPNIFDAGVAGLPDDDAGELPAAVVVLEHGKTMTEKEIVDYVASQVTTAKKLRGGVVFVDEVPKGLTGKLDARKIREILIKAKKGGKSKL
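Purified P. pyralis luciferase (10nM final) in 50mM Tris acetate pH 7.5, 10mM Mg acetate, 0.01% Tween-20, 0.05% BSA with 10uM D-luciferin and 10uM ATP. Compounds titrated qHTS. Luminescence imaged on CCD.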
HEK cytotox – Cytotoxic Profiling in HEK 293 Cell Line of Diverse Libraries Using Quantitative High-Throughput Screening | 94,000 compounds, 6.6% hits | Potency, µM (titrated, usually from 115 µM), inactives show top-dose activity change, negative = cytotoxicity, most hits filed as inhibitors | AID 1345083, 2018 | HEK 293 viability, ATP luminescence (CellTiter-Glo), 48-72 h; further: potency means the concentration at half of the fitted maximal effect; nearly all actives have a fitted effect of over 60% in size
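Pintool-delivered compounds were incubated with HEK 293 cells (250 cells/well) at 37 degree Celsius for 48 or 72 hr. ATP-dependent luminescence (CellTiter-Glo) then reported remaining viable cells.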
Numbers without * were called inactive; i = inactive; u = inconclusive; x = not tested or not shown; [ ] = remark or other dose. Unless noted, the call rests on the fitted dose curve; in most records, active means well fitted curve in the direction sought with a large enough effect; inconclusive means small, poorly fitted or top-dose-only effect, or another doubt; inactive means no such curve, though single readings can be large; an effect the other way counts as inactive or inconclusive. Unless noted, on the % scale 0 is the no-effect control and ±100 the full control effect.

#	SMILES	3T3 cytotox	SNCA viab count	GPT2 inh	IP6K1 inh	SNCA expr inhib	FLuc inh	HEK cytotox
1	CC(=O)C1=C(c2ccc(Cl)c(Cl)c2)N(C(C)=O)n2c(nnc2-c2ccccc2)S1	x	9%	x	0	8%	x	x
2	O=S(=O)(c1ccccc1)c1nc(-c2ccc(Cl)cc2Cl)oc1N1CCCCCC1	x	-11%	x	-1	u	x	x
3	CCCc1nc(C(=O)NCC2CCN(Cc3ccc(C)o3)CC2)cs1	-28%	-12%	-4%	-4	4%	-1%	-8%
4	Cc1ccccc1NC(=O)Cn1c(=O)n(CCc2ccccc2)c(=O)c2ccccc21	x	2%	x	-2	1%	x	x
5	CN1C(=O)CCC2(CNC(=O)COc3ccccc3)CCC=C12 (centres undefined)	-20%	15%	i	6	14%	x	-8%
6	CC(C)C(=O)NCC1(N(C)C)CCCCC1	x	-14%	x	31	9%	x	x
7	COc1ccc(C(=O)NC(C(=O)NC(C)C)C2CCN(C(=O)c3ccccc3C)CC2)cc1 (centres undefined)	-14%	-11%	i	25	-6%	-4%	u
8	Oc1ccc(O)cc1	x	0%	i	-3	98%[activator]	x	x
9	Cc1cnc(CCNC(=O)c2ccc(C#N)cc2)n1C1CC1	-13%	1%	-5%	-3	-6%	2%	-21%
10	CCn1nccc1C(=O)N1C[C@@H](Oc2ccccc2)C[C@H]1C(=O)NC1CC1	-17%	-4%	i	0	-7%	8%	-3%
11	COc1ccc(CNC(=O)c2cnc3c(c2)N(C(=O)Cc2ccc(C(C)C)cc2)CCC3)cc1OC	u	-17%	-19%	7	-29%	-1%	u
12	CCc1cccc2c(C(CC(=O)NCCc3ccc(OC)c(OC)c3)c3cccc(OC)c3)c[nH]c12 (centres undefined)	u	-6%	i	-18	-16%	5%	25µM*
13	CCOc1ccc(-n2c(SCC(=O)N3CCCCCC3)nc3c([nH]c4ccccc43)c2=O)cc1	x	-4%	x	16	3%	x	x
14	COCCNc1ncc(-c2cccc(C(C)=O)c2)c2c1OCC2	u	-5%[87.6 µM]	2%[88.5 µM]	-8	-4%[87.6 µM]	u	u
15	CCOc1ccc(NC(=O)c2ccc3c(=O)n4nc(Nc5ccccc5C)sc4nc3c2)cc1	x	3%	x	12	39%[activator]	x	x

A draw from above in order of heavy-atom count, lowest first:
#	SMILES	3T3 cytotox	SNCA viab count	GPT2 inh	IP6K1 inh	SNCA expr inhib	FLuc inh	HEK cytotox
8	Oc1ccc(O)cc1	x	0%	i	-3	98%[activator]	x	x
3	CCCc1nc(C(=O)NCC2CCN(Cc3ccc(C)o3)CC2)cs1	-28%	-12%	-4%	-4	4%	-1%	-8%
12	CCc1cccc2c(C(CC(=O)NCCc3ccc(OC)c(OC)c3)c3cccc(OC)c3)c[nH]c12 (centres undefined)	u	-6%	i	-18	-16%	5%	25µM*

More entries follow.
#	SMILES	3T3 cytotox	SNCA viab count	GPT2 inh	IP6K1 inh	SNCA expr inhib	FLuc inh	HEK cytotox
16	COc1ccc(CNC(=O)C2CCN(S(=O)(=O)N3CCC(C)CC3)CC2)c(OC)c1	x	-4%	x	-11	19%	x	x
17	CN[C@@H](CO)C(=O)NCc1nc(-c2ccc(C)cc2)c(-c2ccccn2)[nH]1	-27%	6%	-5%	-45*	-5%	-6%	u
18	CCNc1cc(N2CCC(CCC(=O)NCCc3cccnc3)CC2)ncn1	-32%	-14%	i	23	u	-20%	u
19	Cc1ccc(-c2cccc(CN3C4CCC3CN(C(=O)c3ccncc3)C4)c2)c(C)c1	u	1%	i	-10	-20%	x	u
20	CC(=O)N1CCC[C@H](n2c(=O)n(C)c3cccnc32)C1	1%	-7%	0%	7	-12%	3%	i
21	O=C(COc1ccccc1)N1CC[C@H]2COC(=O)N2c2ccccc2C1	i	6%[87.6 µM]	-6%[88.5 µM]	6	6%[87.6 µM]	-4%[172 µM]	i
22	CCOC(=O)[C@@H]1CN(C(=O)c2cccs2)[C@H]2c3ccccc3O[C@@H]12	u	x	x	11	x	x	u
23	CC[C@H]1OC(=O)[C@H](C)[C@@H](O[C@H]2C[C@@](C)(OC)[C@@H](O)[C@H](C)O2)[C@H](C)[C@@H](O[C@@H]2O[C@H](C)C[C@H](N(C)C)[C@H]2O)[C@](C)(O)C[C@@H](C)C(=O)[C@H](C)[C@H]2OC(=O)O[C@@]21C	x	-16%	5%	11	x	x	x
24	Cc1ccc(-c2nc(C3CC(=O)N(c4ccc(Cl)cc4)C3)no2)c(C)c1 (centres undefined)	u	10%	i	0	1%	-13%	u
25	Cc1ccccc1NC(=O)C1=NO[C@@H]2CN(CCc3ccccc3)C[C@H]12	u	6%[87.6 µM]	i	18	-12%[87.6 µM]	0%[172 µM]	u
26	COc1ccc(NC(=O)N2CC(c3noc(-c4ccccc4)n3)C2)c(C)c1	u	-8%	i	38	0%	4%	u
27	O=c1c(S(=O)(=O)c2cccc(Cl)c2)cn(Cc2ccccc2)c2cc(N3CCCCC3)c(F)cc12	x	-10%	x	-4	14%	x	x
28	COc1ccccc1NC(=O)CSC1=Nc2ccccc2N=C(c2ccc(F)cc2)C1	x	-1%	x	6	-10%	x	x
29	CCCCOC(=O)c1cccc(NC(=O)c2cc3ccccc3o2)c1	x	7%	x	14	-9%	x	x
30	COc1ccc(Cn2c(=O)c(C(=O)NCc3cccc(C(F)(F)F)c3)nc3cccnc32)cc1	u	8%	i	-4	-5%	x	u
31	Cc1nc(Oc2ccccc2C)c2oc3ccccc3c2n1	x	-13%	x	-12	-30%	x	x
32	Cc1ccc(CNC(=O)c2cnc3c(-c4ccccc4)c(C)nn3c2C)o1	x	4%	x	-2	-13%	x	x
33	COc1ccc2[nH]c3c(c2c1)CCNC31CCN(C(=O)c2sc(C)nc2C)CC1	-27%	-1%[12.5 µM]	i	10	12%	0%	-27%
34	CC(C)(C)c1ccc2c(c1)CC[C@H]2NC(=O)Nc1cccc2[nH]ncc12	x	-37%	i	10	x	x	x
35	COc1ccc(C2c3c(n(C)c4ccccc34)C(=O)N2CC(=O)Nc2ccccc2Cl)cc1 (centres undefined)	x	2%	x	16	-22%	x	x
36	CCCN1CCC2(CC1)Cc1ccccc1CN(C(=O)C(C)C)C2	-4%	3%	i	3	-7%	x	-14%
37	COc1ccc(-c2cc(C(=O)NCCCc3ccccc3)c3cnn(C)c3n2)cc1	u	x	x	9	x	x	u
38	COc1ccccc1NC(=O)CSc1ccc(-c2ccccn2)nn1	x	u	x	-6	-12%	x	x
39	COc1ccc(OCC2(C)COc3ccc(C(=O)N(C)c4ccccc4)cc3N2)cc1 (centres undefined)	u	0%[87.6 µM]	-12%[88.5 µM]	-2	-32%[87.6 µM]	-17%[172 µM]	u
40	O=C(c1ccccc1F)N1CCC2(CCc3nn(Cc4ccccc4)c(=O)n3CC2)CC1	-32%	3%	i	5	-24%	x	u
41	COc1cccc(C(=O)NC2CCN(c3cnn(C)c(=O)c3)CC2)c1	-1%	-29%	u	14	15%	-7%	i
42	CCCCCOC(=O)CSc1nc2sc3c(c2c(=O)n1Cc1ccccc1)CC(C)(CC)OC3 (centres undefined)	x	10%	x	-2	-23%	x	x
43	COc1ccc(N2CCN(C(=O)C3CC(=O)N(c4n[nH]c5cccc(F)c45)C3)CC2)cc1 (centres undefined)	-14%	0%	u	9	0%	-2%	40µM*
44	CC(C)(C)c1ccc(C(=O)N2CCN(C(=O)c3nnn4c3COC(c3ccccc3)C4)CC2)cc1 (centres undefined)	u	-7%	i	0	-6%	-18%	u
45	CCn1ccc2cc(S(=O)(=O)N3CCCN(C(=O)Nc4ccccc4OC)CC3)ccc21	x	6%	x	11	-24%	x	x

Values by screen from above:
SNCA expr inhib, compounds 32–40: -13%, 12%, x, -22%, -7%, x, -12%, -32%[87.6 µM], -24%

(listing goes on)
#	SMILES	3T3 cytotox	SNCA viab count	GPT2 inh	IP6K1 inh	SNCA expr inhib	FLuc inh	HEK cytotox
46	CNc1cc2[nH]c(=O)n(-c3ccc(NC(=O)NS(=O)(=O)c4ccc(Cl)s4)cc3)c(=O)c2cc1F	x	-9%	i	-4	x	x	x
47	COCCNC(=O)c1ccc(-n2c(-c3ccccc3)cc3c2CCC(C)C3)cc1 (centres undefined)	x	u	x	3	-29%	x	x
48	COc1ccc(-c2noc(C3CC(=O)N(c4ccc(C)c(F)c4)C3)n2)c(OC)c1 (centres undefined)	x	6%	x	15	-13%	x	x
49	Cc1cnc(-c2ccncc2)n1CC1CCN(C(=O)CCCc2ccccc2)C1 (centres undefined)	-16%	-19%	i	16	-4%	x	i
50	CCCCNC(=O)C1CCCN(C2CCN(C3Cc4ccccc4C3)CC2)C1 (centres undefined)	-1%	1%	-5%	23	-2%	-3%	2%
51	COc1ccc(N2CC(C(=O)N3CCC(C(=O)N4CCN(Cc5ccccc5)CC4)C3)NC2=O)cc1 (centres undefined)	-3%	0%	i	3	8%	-1%	-1%
52	O=C(c1cccc(C(F)(F)F)c1)N1CCOCC2(CN(Cc3ccccc3)C2)C1	7.1µM*	-22%[87.6 µM]	1%[88.5 µM]	26	u	-9%[172 µM]	7.1µM*
53	C[C@H]1[C@@H]2[C@@H](O)C([C@H](C)C(=O)NCc3ccco3)CC[C@@]2(C)CC[C@@H]1NC(=O)c1ccccn1 (some centres undefined)	u	0%	-41%	5	-3%	-7%	u
54	O=C(c1ccoc1)N1CCCC(CN2CCCC2)CC1 (centres undefined)	-11%	-1%	i	-10	-17%	5%	-9%
55	Cc1ccc(NC(=O)N2CCC(n3c(C)cnc3-c3cccnc3)C2)cc1C (centres undefined)	-4%	1%	-1%	19	4%	x	-1%
56	O=C(C1CCC(Cn2c(=O)c3sccc3n(Cc3ccccc3F)c2=O)CC1)N1CCOCC1 (centres undefined)	x	-11%	x	2	10%	x	x
57	COc1ccccc1NC(=O)Cn1cnc2c(nc3n2CCCCC3)c1=O	x	u	x	8	-9%	x	x
58	CCn1ccc2cc(S(=O)(=O)N3CCCN(C(=O)NCC(C)C)CC3)ccc21	x	13%	x	6	30%[activator]	x	x

Assay outcomes (PubChem BioAssay)
